# UBC9 SUMO inh: inhibitors of human SUMOylation (UBC9); P63279; 290,000 compounds, 0.36% hits; inhibition, % at 35 µM; AID 2006; HTRF SUMOylation assay, SAE1/SAE2 + UBC9, in vitro; in the data active = inhibition above about 50%, passing the limit was not always enough; note: strong numbers were not always called active
# Target sequence (P63279 whole entry, looked up): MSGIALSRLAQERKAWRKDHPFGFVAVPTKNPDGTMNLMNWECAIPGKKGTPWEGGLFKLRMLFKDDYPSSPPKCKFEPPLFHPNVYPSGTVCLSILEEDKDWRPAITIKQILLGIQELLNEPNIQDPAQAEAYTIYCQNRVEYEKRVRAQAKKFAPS
# MEKK2wt PB1 HTS: raises or lowers MEK5 binding to wildtype human MEKK2 PB1 domain; Q9Y2U5; bead flow cytometry, Alexa488-MEK5 binding to MEKK2 WT; actives lie on both sides; binding response (% of control), % at 10 µM; 290,000 compounds, 1.1% hits; AID 1531; in the data active = binding response below about 67% or above about 130%
# CRFR2-BP antag: blocks CRF-induced signaling of the CRF-BP/CRF-R2 complex | HEK293 CRF-R2/CRF-BP, CRF-induced calcium fluorescence | inhibition, % at 11.8 µM | 350,000 compounds, 0.59% hits | AID 588475;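 active = inhibition of the ligand-induced calcium signal above about 50% at the single tested concentration, limit read from the data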
# GalR3 antag: blocks the human galanin receptor 3 | O60755 | HEK293 GalR3-CNG cAMP membrane potential fluorescence; galR3 body fused to GalR1 C-terminus | inhibition, % at 3 µM | 360,000 compounds, 0.44% hits | AID 651719;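 active = inhibition above the screen-wide average plus 3 SD, cut at about 13% in these data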;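 note: forskolin and galanin both at EC90 stimulate the cells; cAMP rise reported by CNG channel membrane potential dye signal; 0% = forskolin plus galanin with DMSO and 100% = forskolin alone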
# DNA FID counter: displaces DNA intercalator in HCV helicase counter-screen | DNA fluorescent intercalator displacement, fluorescence | 290,000 compounds, 0.17% hits | AID 1845 | inhibition, % at 7.9 µM; in the data active = inhibition above about 37%;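 note: 0% = vehicle and 100% = reference compound; higher means more ethidium bromide displaced from hairpin DNA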
# CRFBP-R2 agonist: CRF-BP/CRF-R2 complex agonism; HEK293 CRF-R2/CRF-BP, calcium dye fluorescence (FLIPR); percent of saturating CRF peptide response; activation, % at 13.2 µM; 350,000 compounds, 0.46% hits; AID 588473;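 active = activation of at least 50%, plus an integration ratio under a set limit after plate pattern correction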;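 note: plate controls were neutral control wells without compound for no effect and CRF at EC100 for full effect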
# MEKK2 mut-MEK5: signal of MEK5 binding to mutant human MEKK2 PB1 domain; bead flow cytometry, Alexa488-MEK5 binding to MEKK2 mutant; percent response, % at 10 µM; 290,000 compounds, 0.35% hits; AID 1530; in the data active = percent response above about 24%, passing the limit was not always enough; note: inactives centre near 1; some results filed as inactive read as strong as hits
# MEKK3 PB1 HTS: modulators (inhibitors or enhancers) of MEK5 binding to human MEKK3 PB1 domain | bead-based flow cytometry, Alexa488-MEK5 binding to MEKK3; actives lie on both sides; 0 = blocked by unlabeled MEK5, 100 = vehicle | binding response (% of control), % at 10 µM | 290,000 compounds, 1.4% hits | Q99759;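 active = binding response more than 3 SD above or below the average of its plate-row segment, actives on both sides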;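 note: Alexa488 bead fluorescence after subtracting the streptavidin-only scavenger bead signal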
# Target sequence (Q99759 whole entry, looked up, the tested form may be a part): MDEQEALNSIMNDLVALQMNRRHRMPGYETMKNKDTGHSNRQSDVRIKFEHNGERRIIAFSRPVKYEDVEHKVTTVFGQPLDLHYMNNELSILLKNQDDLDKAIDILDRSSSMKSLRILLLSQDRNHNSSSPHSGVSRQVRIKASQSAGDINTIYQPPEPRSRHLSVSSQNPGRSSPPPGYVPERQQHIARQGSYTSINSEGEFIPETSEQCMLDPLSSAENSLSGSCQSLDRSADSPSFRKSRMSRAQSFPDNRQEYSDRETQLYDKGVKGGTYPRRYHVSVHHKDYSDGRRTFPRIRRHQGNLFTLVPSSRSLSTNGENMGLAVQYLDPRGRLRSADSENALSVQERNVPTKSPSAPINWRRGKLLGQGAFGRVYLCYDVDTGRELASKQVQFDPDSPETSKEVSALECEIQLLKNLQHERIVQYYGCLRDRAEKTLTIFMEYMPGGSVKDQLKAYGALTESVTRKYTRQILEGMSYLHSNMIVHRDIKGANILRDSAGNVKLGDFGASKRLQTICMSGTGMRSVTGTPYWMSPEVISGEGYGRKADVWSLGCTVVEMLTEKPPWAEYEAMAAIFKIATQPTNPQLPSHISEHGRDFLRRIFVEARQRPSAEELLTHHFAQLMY
# NS3 helicase inh: HCV NS3 helicase inhibition | NS3 helicase DNA unwinding, Cy5 molecular beacon fluorescence | inhibition, % at 10.9 µM | 290,000 compounds, 0.56% hits;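 active = inhibition above the mean of all tested compounds plus 3 SD, set per campaign, cut at about 35% in these data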;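 note: 0% = DMSO wells and 100% = thioflavine S control wells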
#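 System: NS3 helicase fragment of HCV / Schedule: 1 h at 25 °C / Control set: DMSO alone as 0% and 110 µM thioflavine S as 100% / Reagent: Cy5/quencher beacon DNA duplex and ATP to start / Technique: Cy5 fluorescence / Replication: singlicate / Evaluation: % inhibition of end-to-start signal ratio versus controls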
# The depositor's hits bear a star; · = no result given. These rows are one share of the data; rates above refer to the full screens.
canonical_smiles	UBC9 SUMO inh	MEKK2wt PB1 HTS	CRFR2-BP antag	GalR3 antag	DNA FID counter	CRFBP-R2 agonist	MEKK2 mut-MEK5	MEKK3 PB1 HTS	NS3 helicase inh
COC(=O)CCC(=O)OC1(C)C(=O)C2=CN(CCN3CCOCC3)C(c3ccc(OC)cc3)=CC2=C(Br)C1=O (stereo not drawn)	34	149*	·	·	·	·	4	127	·
CC1(C)CC(=O)C2=C(C1)OC1=C(C(=O)CC(C)(C)C1)C2c1ccc(O)c([N+](=O)[O-])c1	20	97	-8	1	-12	-1.2	-2	101	-7
CCC(CC)C(=O)N1CCCC(c2nc(-c3cccs3)no2)C1 (stereo not drawn)	3	109	-1	-1	-18	-1.6	6	104	13
COc1ccc(NC(=O)C2CCCN(c3ncnc4onc(-c5ccc(F)cc5)c34)C2)cc1 (stereo not drawn)	4	101	-9	-10	-42	-0.3	2	104	2
O=C(OCC(=O)N1CCc2ccccc2C1)c1ccc(N2CCOCC2)c([N+](=O)[O-])c1	-7	89	5	5	-18	-1.3	3	103	-8
COC(=O)c1ccc(NC(=O)CCS(=O)(=O)c2ccc(Br)cc2)cc1	13	102	-17	-2	-8	-0.5	3	103	2
O=C(Nc1cnn(Cc2ccc(F)cc2)c1)c1cc(-c2ccco2)on1	19	100	15	-6	-10	-0.2	-4	97	-3
COc1ccc(N2CCN(C(=O)c3oc4ccccc4c3NC(=O)Cc3ccc(OC)c(OC)c3)CC2)cc1	-2	100	-3	0	-46	-0.8	1	107	-10
O=C(NCCS(=O)(=O)N1CCN(c2ccc(F)cc2)CC1)c1ccc(Br)o1	-3	99	-8	-2	-36	-0.3	3	98	-1
COc1ccc(CN(CC(O)COc2cccc3[nH]cc(C)c23)C(C)(C)C)cc1 (stereo not drawn)	-17	110	-15	-15	-4	2.2	5	104	-15
Cc1ccc(NC(=O)C(=O)NN)cc1	12	101	-3	-6	-5	-0.5	-1	100	2
CCOc1ccccc1NC(=O)N1CCCC1C(=O)Nc1ccc(-n2cnnn2)c(C)c1 (stereo not drawn)	-10	109	-11	-1	-15	1.6	5	105	-9
COc1ccc2oc(=O)c(C(=O)N3CCCc4ccccc43)cc2c1	15	102	-2	-3	-8	-0.8	0	102	0
COC(=O)c1cc(CN2CCN(c3ccccc3)CC2)ccc1O	-6	109	11	-2	-2	-0.3	3	102	-4
O=C(N/N=C1\C/C(=N\NC(=O)c2ccncc2)c2ccccc21)c1ccncc1	52*	97	4	-10	-9	0.6	-5	98	-2
CCN(CC)S(=O)(=O)c1ccc(N2CCOCC2)c(NC(=O)COc2ccccc2)c1	-10	91	2	·	-30	-1.7	-6	96	-4
COc1ccccc1OCc1nnc(SCCN2CCOCC2)o1	11	100	24	-3	-3	-1.2	3	101	-9
CC(C)(C)c1ccc(C(=O)NCCC(=O)NCc2cccs2)cc1	2	101	9	-2	-24	-0.1	-8	98	3
CCOCC(=O)N1CCN(c2ccccc2OC)CC1	20	123	-1	-7	-2	-0.8	53*	103	3
O=C(CSc1nc(-c2ccc(F)cc2)cc(C(F)(F)F)n1)NCc1cccs1	-2	94	-13	-4	-3	-6.4	-1	95	1
COc1ccc(N2CCN(Cc3nc4ccccc4c(=O)[nH]3)CC2)cc1	0	101	11	-2	-7	1.0	4	99	-1
O=C1CS/C(=N/N=C/c2ccncc2)N1	12	98	-1	-5	-16	0.9	-5	97	-28
O=C(OCC(=O)N1CCc2ccccc21)c1c2c(nc3ccccc13)CCCCC2	-6	100	-27	-11	-6	0.1	1	98	-6
Cc1nc(N2CCN(C(=O)c3cnccn3)CC2)c2c3c(sc2n1)CC(C(C)(C)C)CC3 (stereo not drawn)	-14	92	6	-9	-2	-0.7	-9	100	5
CC#CC(=O)N1CCC(CCC(=O)N(C)Cc2ccccc2)CC1	21	108	6	1	-16	-1.0	5	103	-15
C=CCN1C(=O)c2ccc(C(=O)N(C)CC(=O)Nc3ccccc3C(F)(F)F)cc2C1=O	-8	100	-11	0	-23	-0.6	4	98	-1
COC(=O)c1ccc(OC)cc1OCC(=O)N1CCN(c2ccc(F)cc2)CC1	16	111	-10	0	-20	1.3	5	116	5
COc1cc(NC(=O)CSc2ccc(-c3ccccn3)nn2)cc(OC)c1	8	114	-1	-1	-18	-1.4	6	107	-96
COc1ccc(/C=N/NC(=O)c2cccnc2)cc1CSc1nc2ccccc2s1	-5	98	-16	-3	-9	0.7	8	103	-8
Cc1c(Cl)cccc1NC(=S)NCCc1ccc(F)cc1	-3	108	-9	-6	-15	-3.3	4	102	3
CSc1ccc(-c2nnn(Cc3ccc(C)cc3)n2)cc1	-15	97	9	-5	-3	-1.1	0	98	-1
O=c1oc(Cc2ccccc2)nc2ccccc12	2	105	13	0	2	-0.7	3	104	1
O=C1C(Cl)=C(N2CCN(c3ccccc3[N+](=O)[O-])CC2)C(=O)c2ccccc21	80	93	16	-5	10	-3.1	-4	91	24
COc1cccc(-n2cnc3sc4c(c3c2=O)CCC4)c1	24	99	-14	-2	-9	-3.0	-6	99	4
Cc1nc2nc3c(c(=O)n2[nH]1)CCC3	9	101	3	-4	0	-0.4	-2	101	-1
CCCc1nc(-c2cc3ccccc3[nH]c2=O)no1	17	103	0	-2	-9	-0.3	1	106	29
CC(=O)Nc1ccc(S(=O)(=O)N(CCCN2CCOCC2)Cc2cccs2)cc1	15	95	8	-6	17	4.4	-7	95	5
CCOC(=O)c1cnc2ccc(Cl)cc2c1NCCN(C)C	-2	107	-13	3	9	0.8	7	110	4
Cc1ccc(-c2nnc(N3CCN(c4ccccn4)CC3)c3ccccc23)cc1	-5	·	8	1	-13	0.2	·	·	5
c1ccc(-n2c(SCc3ccncc3)nnc2-c2ccco2)cc1	-2	98	-36	-3	-13	21	1	97	3
CCOc1ccc(CCNC(=O)CCOc2cc(C)ccc2C)cc1OCC	3	106	4	-10	-39	-0.1	3	104	-8
Cc1ccccc1C(=O)OCc1cnc(Cl)s1	-4	89	-7	0	-2	-4.8	-11	93	-2
N#Cc1cccnc1N1CCN(C(=O)c2cccs2)CC1	-1	96	-2	-8	-13	1.6	2	99	3
Cc1ccc(C)c(S(=O)(=O)N2CCCOC2CNC(=O)C(=O)NCCc2ccco2)c1 (stereo not drawn)	5	102	-6	-1	-37	0.8	3	98	2
O=C(O)c1cc2c(ccc3ccccc32)o1	-2	81	28	-4	2	-0.9	-13	70	2
COc1cccc(C(=O)Nc2cc(NC(=O)c3cccs3)ccc2C)c1	13	104	10	-1	-8	-2.0	4	111	0
COc1cccc(/C=N/NC(=S)NCCc2ccccc2)c1OC	-11	95	8	-12	-35	-2.6	-4	101	-17
Cn1nccc1C(=O)Nc1ccc2c(c1)OCO2	-3	104	-3	-2	-3	-0.2	5	105	2
COc1cc(-c2[nH]ncc2CN2CCN(c3cccc(C)n3)CC2)cc(OC)c1OC	12	101	10	-6	-14	-1.4	5	102	4
CCOC(=O)Nc1nnc(-c2ccc(OC)cc2)s1	19	102	-23	0	-7	27	2	106	2
C1CC(CN2CCOCC2)CN(c2nc3nonc3nc2N2CCSCC2)C1 (stereo not drawn)	4	96	15	3	13	-1.0	5	103	15
O=C1CC(c2ccccc2)CC(=O)N1c1ccccc1	7	91	3	3	-2	-0.9	-23	91	-1
CCC1CCCCN1C(=O)CSc1nc2ccsc2c(=O)n1Cc1ccccc1 (stereo not drawn)	-10	94	2	0	-12	-0.7	-1	98	0
COc1ccccc1/C=N/OC(=O)c1ccc(C)cc1	3	106	-2	10	-19	-0.5	6	105	-18
O=C(CC1SC(=O)N(c2ccccc2)C1=O)Nc1ccccc1 (stereo not drawn)	-2	100	-20	-3	-17	4.6	1	98	38*
COc1cccc(/C=C/c2onc(C)c2S(=O)(=O)N2CCC(C(=O)NC3CCCCCC3)CC2)c1	4	106	-5	-3	-32	1.8	2	103	-5
O=C(N/N=C/c1ccc(O)c(Br)c1)c1cc2c(ccc3ccccc32)o1	9	96	-13	-2	-11	-1.2	-5	101	7
CC(OC(=O)CCC(=O)c1ccc(F)cc1)C(=O)NC1CCCCC1C (stereo not drawn)	11	100	-1	-4	-35	-0.8	0	96	-1
COc1ccc(S(=O)(=O)NCC2CCCN(C(=O)CSC)C2)cc1 (stereo not drawn)	-20	105	1	-3	-11	0.6	4	103	1
C=C1C(C(=O)Nc2ccccc2)C1C(=O)Nc1ccccc1 (stereo not drawn)	17	97	59*	-5	-3	0.2	-14	93	-8

# Reprinted at random: 3 records from the list.
canonical_smiles	UBC9 SUMO inh	MEKK2wt PB1 HTS	CRFR2-BP antag	GalR3 antag	DNA FID counter	CRFBP-R2 agonist	MEKK2 mut-MEK5	MEKK3 PB1 HTS	NS3 helicase inh
CCCc1nc(-c2cc3ccccc3[nH]c2=O)no1	17	103	0	-2	-9	-0.3	1	106	29
COc1ccccc1/C=N/OC(=O)c1ccc(C)cc1	3	106	-2	10	-19	-0.5	6	105	-18
COc1cccc(-n2cnc3sc4c(c3c2=O)CCC4)c1	24	99	-14	-2	-9	-3.0	-6	99	4

# Going on with the list.
canonical_smiles	UBC9 SUMO inh	MEKK2wt PB1 HTS	CRFR2-BP antag	GalR3 antag	DNA FID counter	CRFBP-R2 agonist	MEKK2 mut-MEK5	MEKK3 PB1 HTS	NS3 helicase inh
COc1ccc(CCNC(=O)CC(NC(=O)c2ccccc2Cl)c2ccccc2)cc1 (stereo not drawn)	31	97	-8	9	-9	0.8	-2	101	0
Cc1ccc(SCC(=O)Nc2ccc(-c3nnc(-c4ccco4)o3)cc2)cc1	16	107	-3	-3	-3	0.3	8	106	-11
CC(C)c1ccc2c(c1)C1Cc3ccccc3C1N2 (stereo not drawn)	7	109	6	3	-3	1.6	0	124	0
CCOC(=O)C1C(C#N)=C(N)OC(C)=C1c1ccncc1 (stereo not drawn)	-8	98	-3	0	0	1.5	-4	98	0
CCOc1ccccc1N1CCN(C(=O)c2ccccc2SCC(=O)N2CCCC2)CC1	-2	102	0	4	-52	-0.4	6	105	0
COc1ccc(C)cc1NC(=O)CSc1nnc(-c2cc3cccc(OC)c3o2)n1N	9	105	-10	-4	-11	-1.0	5	105	-6
O=C(C1CCN(S(=O)(=O)c2cccc3nsnc23)CC1)N1CCn2c1nc1ccccc12	8	·	29	·	-6	-0.5	·	·	8
O=C(NC1CCS(=O)(=O)C1)/C(=C\c1ccccc1)NC(=O)c1ccccc1 (stereo not drawn)	-4	108	2	4	-4	0.3	0	147*	9
CCOC(=O)C1(Cc2cccc(OC)c2)CCCN(C(=O)CCN2CCCO2)C1 (stereo not drawn)	-14	101	2	-5	-39	-0.3	4	100	9
Cc1onc(-c2c(Cl)cccc2Cl)c1C(=O)NCCc1ccncc1	-2	99	10	-1	-8	-2.8	3	99	-5
Cc1occc1C(=O)Nc1sccc1C(N)=O	6	103	-18	-3	-3	0.2	0	104	1
COc1ccc2nc(/N=C/c3c(C)[nH]n(-c4ccc(C)cc4)c3=O)sc2c1	4	100	15	2	-2	0.9	-1	99	6
